Scp-1 inhibitor – Scp-1 phosphatase inhibitors, primary screen, biochemical, colorimetric, uHTS | inhibition, % at 20 µM | Carboxy-terminal domain RNA polymerase II polypeptide A small phosphatase 1 (Homo … | Recombinant Scp1, phosphopeptide, malachite green phosphate absorbance | hit rate 0.88% among 340,000 | AID 493091, 2011;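 active = inhibition above about 50% at 20 µM, limit read from the data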;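 also: plate controls were DMSO wells with enzyme for no effect and wells lacking enzyme for full effect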
Target sequence (Q9GZU7 76-261 limits assumed): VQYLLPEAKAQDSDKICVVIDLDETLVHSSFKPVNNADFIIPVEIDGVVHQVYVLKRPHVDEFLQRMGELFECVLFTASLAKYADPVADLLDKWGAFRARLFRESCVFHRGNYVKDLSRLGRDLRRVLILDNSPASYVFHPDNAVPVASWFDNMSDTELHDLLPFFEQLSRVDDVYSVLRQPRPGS
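Test system: SCP-1 phosphatase catalytic domain, residues 76-261 | Compound dosing: One concentration, 20 µM, with 1.0% DMSO | Schedule: 45 min room-temperature reaction, 5 min colour, 30 min stabiliser | Detection: Absorbance at 630 nm | Read-out basis: % inhibition of SCP-1 phosphate liberation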
CendR NRP1 mod – modulators of CendR peptide binding to NRP-1, primary screen, biochemical, fluorescence polarization, uHTS | Neuropilin-1 (Homo sapiens), O14786 | hit rate 0.85% among 360,000 | inhibition, % at 25 µM | FAM-RPARPAR peptide binding to NRP-1;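 active = inhibition or corrected inhibition above about 18%, plus a signal ratio from 0.5 to 1.5, limit read from the data, passing the limit was not always enough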; also: strong numbers were not always called active
DNMT1 block – human DNMT1 methyltransferase inhibitors, primary screen, biochemical, molecular beacon, fluorescence, HinP1I cleavage, uHTS | AID 588458, 2011 | DNA (cytosine-5)-methyltransferase 1 (Homo sapiens), P26358 | hit rate 0.83% among 360,000 | inhibition (reported as % activation of signal), % at 10 µM; in the data active = inhibition above about 50%
STEP block – STEP phosphatase inhibitors, primary screen, biochemical, fluorescence intensity, uHTS | Tyrosine-protein phosphatase non-receptor type 5 (Homo sapiens), P54829 | recombinant STEP, OMFP fluorogenic substrate | inhibition, % at 20 µM | hit rate 0.25% among 360,000;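 active = inhibition at 20 µM, scaled per plate between control wells, above about 37%, limit read from the data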;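 also: 0% = DMSO with enzyme and substrate and 100% = substrate only without enzyme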
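Also added – OMFP at 25 µM · Test system – STEP tyrosine phosphatase · Technique – FITC-channel fluorescence of OMFP product · Schedule – 20 min at room temperature, dark · Evaluation – control-normalized % inhibition with plate pattern correction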
Tb MetRS inh – T. brucei MetRS inhibitors, primary screen, biochemical, luminescence; methionyl-tRNA synthetase (Trypanosoma brucei brucei); purified T. brucei MetRS, ATP depletion, Kinase-Glo luminescence; inhibition, % at 11.9 µM; hit rate 0.4% among 360,000; AID 624268, 2012;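 active = inhibition above a per-plate cutoff of the control wells' mean inhibition plus 3 SD, cut at about 5.5% in these data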;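 also: 0% = DMSO wells median and 100% = median of wells with control inhibitor compound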
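Material – parasite MetRS enzyme · Medium – HEPES-MgCl2-KCl buffer plus DTT, spermine, BSA, pyrophosphatase · Reagent – ATP, methionine and E. coli bulk tRNA substrates · Times – 15 min enzyme-compound preincubation, 2 h reaction, 10 min detection, 25 °C · Measured by – luminescence of leftover ATP · Evaluation – percent inhibition relative to median high and low control wells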
SUMO1-SIM PPI – modulators of SUMO1 protein-protein interactions, primary screen, biochemical, uHTS | SUMO1 binding to a labelled peptide, TR-FRET, 1 h | inhibition, % at 20 µM | hit rate 0.33% among 360,000 | AID 602429, 2012; in the data active = inhibition above about 37%
Target sequence (P63165 whole entry, looked up): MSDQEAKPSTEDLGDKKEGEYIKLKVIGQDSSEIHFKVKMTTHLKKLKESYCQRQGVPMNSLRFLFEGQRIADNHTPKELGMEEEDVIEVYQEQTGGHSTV
LMPTP inh – LMPTP phosphatase inhibitors, primary screen, biochemical, fluorescence intensity, uHTS; AID 651560, 2012; inhibition, % at 20 µM; recombinant LMPTP-A, OMFP fluorogenic substrate; Low molecular weight phosphotyrosine protein phosphatase (Homo sapiens), P24666; hit rate 0.22% among 360,000;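 active = compounds that cut the enzyme signal by at least half of the control window in the single-dose screen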;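 also: plate controls were DMSO wells with enzyme plus substrate for no effect and substrate without enzyme for full effect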
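Test system – LMPTP-A phosphatase enzyme · Quantity – 0.625 nM LMPTP-A final · Reagent – OMFP substrate, 400 µM final · Dosing – one test concentration per compound, 20 µM, with 3% DMSO overall · Timing – 50 min enzyme reaction at room temperature, protected from light · Detection – fluorescence intensity · Controls – substrate-only low control, DMSO enzyme-plus-substrate high control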
E coli Lon inh – inhibitors of E. coli Lon protease, primary screen, biochemical, fluorescence polarization | purified E. coli Lon protease | inhibition, % at 7.94 µM | hit rate 0.42% among 360,000 | P0A9M0; in the data active = inhibition above about 13%, passing the limit was not always enough;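 also: 0% = enzyme with probe and DMSO and 100% = no enzyme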
Target sequence (P0A9M0 whole entry, looked up): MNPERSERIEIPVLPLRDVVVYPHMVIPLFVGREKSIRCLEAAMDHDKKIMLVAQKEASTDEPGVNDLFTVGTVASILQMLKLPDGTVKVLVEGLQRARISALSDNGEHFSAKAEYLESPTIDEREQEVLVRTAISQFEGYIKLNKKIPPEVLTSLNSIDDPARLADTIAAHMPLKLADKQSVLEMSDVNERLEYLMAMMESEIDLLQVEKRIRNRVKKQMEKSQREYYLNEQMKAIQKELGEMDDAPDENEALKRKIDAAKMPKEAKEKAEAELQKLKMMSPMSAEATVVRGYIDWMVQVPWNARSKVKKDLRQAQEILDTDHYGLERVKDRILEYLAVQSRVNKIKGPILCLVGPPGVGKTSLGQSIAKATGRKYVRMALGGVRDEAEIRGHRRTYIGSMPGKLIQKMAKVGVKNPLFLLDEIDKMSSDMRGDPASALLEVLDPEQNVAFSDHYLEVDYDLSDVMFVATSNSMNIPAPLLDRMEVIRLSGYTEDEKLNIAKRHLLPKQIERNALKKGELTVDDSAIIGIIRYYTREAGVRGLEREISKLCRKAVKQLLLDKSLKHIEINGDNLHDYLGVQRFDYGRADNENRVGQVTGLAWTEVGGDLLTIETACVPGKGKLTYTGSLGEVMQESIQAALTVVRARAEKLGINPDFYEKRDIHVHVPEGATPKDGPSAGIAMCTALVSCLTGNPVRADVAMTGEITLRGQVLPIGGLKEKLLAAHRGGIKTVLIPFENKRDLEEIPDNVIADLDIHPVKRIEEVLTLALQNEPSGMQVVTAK
MsrA inhibitor – bovine MsrA enzyme inhibitors, primary screen, biochemical, absorbance, HTS. purified bovine MsrA, absorbance read-out. hit rate 0.75% among 360,000. inhibition, % at 15.5 µM. Methionine sulfoxide reductase A (Bos taurus). AID 651718, 2012; in the data active = inhibition above about 4.5%;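 also: 0% = vehicle wells with enzyme and 100% = reference inhibitor wells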
bovine MsrA act – bovine MsrA enzyme activators, primary screen, biochemical, absorbance, HTS | Methionine sulfoxide reductase A (Bos taurus) | purified bovine MsrA, absorbance read-out | hit rate 0.3% among 360,000 | activation, % at 10.6 µM; in the data active = activation above about 7.5%;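 also: 0% = vehicle and 100% = reference activator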
* hit, by the source's call; · = no result given.

structure	Scp-1 inhibitor	CendR NRP1 mod	DNMT1 block	STEP block	Tb MetRS inh	SUMO1-SIM PPI	LMPTP inh	E coli Lon inh	MsrA inhibitor	bovine MsrA act
Cc1nc(NC(=O)C(C)(C)C)sc1-c1csc(N)n1	·	-5	-11	-3	-1.1	-8	-1.3	-1	0.1	0
CCCc1cc(=O)n2[nH]c(-c3ccccc3)cc2n1	-7	6	0	-2	-0.9	2	-0.7	-1	-0.9	0
O=C(COc1ccc2c(c1)CCC2)NCc1ccccc1	3	2	-3	1	-1.4	1	1.6	11	-0.4	-10
CCOC(=O)C(=NO)C1=CSC2=NNC(C)(C)N12	·	-8	9	-1	-0.1	-19	0.3	-19	1.2	-2
Cc1ccccc1C(=O)N1CCC(C(=O)N2CCN(Cc3ccc4c(c3)OCO4)CC2)CC1	-3	0	5	-1	-0.2	-1	0.3	-6	1.2	-4
Cc1nonc1C1CCCN1C(=O)c1cc(COc2ccc(F)cc2Cl)on1 (centres undefined)	-8	15	1	-4	0.9	5	0.2	-3	-0.5	-3
CCOc1ccc(OCCNC2CCCC2)cc1	-5	-4	3	0	-0.7	-3	0.4	7	0.4	2
CC(C)C(NC(=O)c1c(F)cccc1F)C(=O)NNC(=O)c1ccccc1 (centres undefined)	-8	11	5	-1	-0.1	-2	-1.4	-2	0.8	-4
COc1ccccc1C(=O)C1CCCN(Cc2cccc3nccnc23)C1 (centres undefined)	-9	4	1	2	0.3	-5	0.0	1	2.1	3
O=C(CSc1cccc(C(F)(F)F)c1)NC(=O)c1ccccc1	-1	17	8	4	-0.8	1	0.3	-4	1.1	-10
CCOc1cc2[nH]c(=O)n(CCCCCC(=O)NCc3ccco3)c(=O)c2cc1OCC	-7	-4	11	-9	-0.8	1	0.0	4	-0.6	-10
Cc1c(P(=S)(c2ccccc2)c2ccccc2)[n+]2ccccc2n1CCc1ccccc1	·	-6	5	3	-0.9	-11	1.4	0	-0.7	-4
COC(=O)c1cnn(-c2ccccc2)c1-n1cccc1C=O	2	2	0	6	-0.5	2	-0.4	3	-0.4	-8
C/C(=N\NC(=O)c1cc(-c2cccnc2)nc2ccccc12)c1ccc(O)cc1O	-8	-10	-4	-1	0.6	17	-1.2	-9	3.0	-4
CC(=O)c1cccc(NC(=O)N2CCN(S(C)(=O)=O)CC2)c1	2	-3	4	-3	-0.5	8	-1.7	0	·	-4
O=C(CSc1nnc(-c2cccc(Br)c2)o1)N1CCOCC1	-7	0	2	0	-0.1	-5	0.8	-6	-0.5	-2
CC(C)Oc1ccc(C(=O)OCC(=O)N2CCCc3ccccc32)cc1	-7	-1	0	0	-0.2	-1	1.4	-20	0.3	-2
O=C(Nc1ccc(C(=O)NC2CCCCC2)cc1)c1cncc(Br)c1	4	10	6	2	-0.1	0	-1.4	0	0.2	-3
COCCN1C(=O)N[C@@H](CCc2ccccc2)[C@@H](C(=O)OC)[C@H]1C	-8	-8	3	2	-0.4	-3	-3.4	-12	-0.4	-3
c1ccc(-c2cc3ccccc3nc2N2CCCC2)cc1	-9	-6	-5	-3	-0.5	-1	1.9	0	2.4	-4
CC1CCCN(c2c([N+](=O)[O-])cc(C(=O)O)cc2[N+](=O)[O-])C1 (centres undefined)	-4	-4	-3	2	0.4	-18	-0.6	6	1.4	-3
CSc1ccc(CNCC2CCCO2)cc1 (centres undefined)	0	23	0	-5	0.5	-2	-2.2	-3	-0.5	-4
C=C(C)c1cccc(C(C)(C)NC(=O)NCCCn2ccnc2)c1	-9	-11	-2	-2	-0.5	4	-2.6	1	-0.5	4
Cc1cc(CNCCN(C)C)c(C)n1-c1cc(S(=O)(=O)N2CCOCC2)ccc1N1CCCC1	-7	-3	-8	-2	-0.2	-15	-6.7	5	1.0	0
O=S(=O)(c1ccc(S(=O)(=O)N2CCN(C3CCCCC3)CC2)cc1)N1CCCCCC1	-3	-3	1	-2	-1.1	1	-1.5	-7	1.5	-10
CCNc1ccccc(-c2ccc3ccccc3n2)c1=O	-17	-11	-6	-1	0.0	-14	0.1	-13	0.1	-3
CC1CCN(C(=O)c2cc3nc(C4CC4)cc(C(F)(F)F)n3n2)CC1	-4	-12	2	1	-0.4	-3	-1.1	0	-0.8	-10
NS(=O)(=O)c1ccc(NC(=O)CN2CCN(Cc3ccccc3)CC2)cc1	4	6	-2	-3	0.8	1	-1.0	-1	0.9	1
CC1=CCC(C(=O)O)C(C(=O)Nc2ccc(-c3nc4ccc(C)cc4s3)cc2)C1 (centres undefined)	50*	-9	25	2	-0.8	9	0.7	-5	3.4	-7
O=C(Nc1ccc2nc(-c3cccnc3)[nH]c2c1)C1CCCCC1	6	10	1	-3	1.6	3	3.1	-5	2.9	2
CCOC(=O)N1CCN(c2ccc(O)cc2)CC1	-9	-2	2	1	0.1	-1	0.4	2	0.7	-3
Cc1ccc2[nH]c(=O)c(CN(CCc3ccccc3)Cc3nnnn3CC3CCCO3)cc2c1 (centres undefined)	-3	-1	0	-2	0.3	-1	0.0	3	1.3	-3
COC(=O)c1ccc(NC(=O)COc2ccc(S(=O)(=O)NC(C)C)cc2)cc1	0	7	11	-6	-0.2	1	0.3	-7	0.4	-4
COC(=O)c1ccsc1NC(=O)c1cccc(OC)c1	-11	-10	-2	4	-0.1	0	0.3	0	0.1	-4
O=C(CSc1ccc(-c2ccccc2)nn1)c1cccs1	-3	4	-2	0	0.3	-6	0.8	0	-0.7	0
Clc1ccc(CN2C3=NCCCN3c3ccccc32)c(Cl)c1	-8	0	2	-2	0.0	0	0.9	-2	0.4	-4
COc1ccccc1C(=O)NCCC(=O)NCCCSc1ccccc1	-1	-10	-1	-1	-0.3	4	-1.2	-15	0.4	9.8*
COC(=O)C1=C(C)NC(=O)NC1/C=C/c1ccccc1 (centres undefined)	-1	4	0	0	-1.4	-2	-0.5	-6	0.3	-6
O=c1[nH]c2cccnc2n1-c1ccc([N+](=O)[O-])cc1	1	-4	0	-1	0.3	-26	2.9	-1	-0.9	2
Cc1cccc(-n2nc3c(c2NC(=O)CCC2CCCCC2)CS(=O)C3)c1C (centres undefined)	-3	-12	1	1	-0.7	0	-0.4	-8	-0.5	-5

The closing 2 compounds of the section before come first, to join the parts:
structure	Scp-1 inhibitor	CendR NRP1 mod	DNMT1 block	STEP block	Tb MetRS inh	SUMO1-SIM PPI	LMPTP inh	E coli Lon inh	MsrA inhibitor	bovine MsrA act
O=c1[nH]c2cccnc2n1-c1ccc([N+](=O)[O-])cc1	1	-4	0	-1	0.3	-26	2.9	-1	-0.9	2
Cc1cccc(-n2nc3c(c2NC(=O)CCC2CCCCC2)CS(=O)C3)c1C (centres undefined)	-3	-12	1	1	-0.7	0	-0.4	-8	-0.5	-5
CN1C(=O)C(CC(=O)Nc2ccccc2F)N(NC(=O)c2ccc(Br)cc2)C1=S (centres undefined)	-1	-1	0	-1	1.8	6	0.7	2	-0.6	0
COc1ccc(C[C@H]2CN3C(=NC[C@@H]3C(C)C)N2CCNC(=O)c2ccc(C)c(Br)c2)cc1	6	-1	2	-3	-0.3	-12	-1.1	-5	·	-2
O=C(NC(=S)N1CCCc2ccccc21)c1ccccc1	10	-8	-5	4	0.1	-5	12	0	0.8	-2
COc1ccc(NC(=O)COc2ccc(/C=C/c3cccc[n+]3C)cc2OC)cc1	12	5	1	0	-0.4	-24	1.4	8	0.6	-2
CSc1ncc(CN2CCC(C(=O)Nc3cccc(-c4cscn4)c3)CC2)cn1	2	-4	-2	3	-0.3	-7	-2.1	-9	-1.2	-5
CC(=O)Nc1ccc(S(=O)(=O)N(C#N)c2nc(N(C)C)nc(N(C)C)n2)cc1	-10	1	3	-3	1.4	4	-2.0	-10	-0.9	-2
CN(C)S(=O)(=O)c1cccc(-c2nn(-c3ccccc3)cc2/C=C(/C#N)C(=O)NCc2ccco2)c1	-2	-10	-14	-2	0.0	-2	1.3	1	0.4	-4
Cc1ccc(S(=O)(=O)N2CCN(Cc3nc4ccccc4n3C)CC2)cc1	-2	-8	-2	1	0.4	3	1.1	-3	-0.3	-1
NC(=O)CC(NC(=O)Cc1ccc(Br)cc1)c1ccc(N2CCC(Br)CC2)c([N+](=O)[O-])c1 (centres undefined)	4	-4	77*	1	-0.3	-2	1.5	-6	0.6	-2
Brc1ccc2ncnc(NCc3ccco3)c2c1	-6	-6	-1	0	0.2	4	0.8	-1	0.5	-3
Cc1ccc(/C=C2/SC(=S)N(CCC(=O)N3CCOCC3)C2=O)cc1	-4	0	-1	-2	0.6	-13	1.5	-1	2.4	-2
CN1CCN(CC/C=C2/c3ccccc3Sc3ccc(S(=O)(=O)N(C)C)cc32)CC1	-4	-4	-3	5	-1.1	-8	-3.5	-3	1.0	-9
COc1ccc(C(C)=O)cc1COC(=O)[C@H](Cc1ccccc1)NC(=O)c1ccco1	-5	-12	-3	-2	-0.2	5	0.8	1	0.3	-3
Cc1ccc(S(=O)(=O)N2CCN(C(=O)CCCOc3cccc(C)c3)CC2)cc1	-10	13	2	2	-0.3	-2	-0.3	1	-1.2	-2
O=C(NNC(=O)C1CC(=O)N(Cc2ccccc2)C1)c1ccc(F)cc1 (centres undefined)	1	2	-2	2	0.6	7	-0.4	-2	0.7	-4
CCc1n[nH]c2c1C(=O)CC(C)(C)C2	-5	-5	4	0	-0.6	0	0.0	6	2.6	-1

Grouped by structure, those above with a COOH group
structure	Scp-1 inhibitor	CendR NRP1 mod	DNMT1 block	STEP block	Tb MetRS inh	SUMO1-SIM PPI	LMPTP inh	E coli Lon inh	MsrA inhibitor	bovine MsrA act
CC1CCCN(c2c([N+](=O)[O-])cc(C(=O)O)cc2[N+](=O)[O-])C1 (centres undefined)	-4	-4	-3	2	0.4	-18	-0.6	6	1.4	-3
CC1=CCC(C(=O)O)C(C(=O)Nc2ccc(-c3nc4ccc(C)cc4s3)cc2)C1 (centres undefined)	50*	-9	25	2	-0.8	9	0.7	-5	3.4	-7
